MrgX1 agonist = human MrgX1 receptor agonism, primary screen | Q96LB2 | MrgX1-HEK293 cells, Fluo-4 calcium fluorescence, agonist mode; active compounds read high | B-score at 10 µM | 310,000 tested, 0.44% active | AID 588627;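 active means calcium response B-score plate-corrected fluorescence ratio at least 3 library SD, with starting fluorescence B-score inside 5 SD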
Target sequence (Q96LB2 whole entry, looked up): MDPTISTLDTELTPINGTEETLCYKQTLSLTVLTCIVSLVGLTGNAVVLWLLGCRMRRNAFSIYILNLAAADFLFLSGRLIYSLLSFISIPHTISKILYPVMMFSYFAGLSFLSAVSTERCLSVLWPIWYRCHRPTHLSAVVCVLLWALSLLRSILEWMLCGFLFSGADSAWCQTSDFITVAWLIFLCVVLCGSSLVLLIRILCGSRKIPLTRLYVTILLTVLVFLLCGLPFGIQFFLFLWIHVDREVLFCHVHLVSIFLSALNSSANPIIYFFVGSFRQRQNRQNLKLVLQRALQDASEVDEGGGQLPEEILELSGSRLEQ
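Test system: Stable human MrgX1 HEK293 cell line | Schedule: Overnight plating before 1 h dye loading | Read-out basis: Baseline-normalised fluorescence change ratio, B-scored | Detection: Kinetic calcium dye fluorescence, Fluo-4 NW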
ANO1 block = blocks the mouse calcium-activated chloride channel TMEM16A. 310,000 tested, 1.2% active. AID 588511. HEK293 TMEM16A/YFP iodide influx fluorescence, ionomycin. normalized B-score (activity score, 25-100; higher = stronger inhibition) at 10 µM. Q8BHY3;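 active means ratio plate-corrected score three or more library SD toward inhibition, starting fluorescence score within five deviations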;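 further: score derived from kinetic fluorescence span divided by baseline fluorescence per well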
SKKanGAS inh = inhibitors of SKKanGAS S. pyogenes growth in kanamycin (SK-promoter or general growth effect); inhibition, % at 7.5 µM; 300,000 tested, 1.3% active; BacTiter-Glo, 6 h;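 active means mean replicate score, as percent of positive control median, at least 50; inconclusive means mean below 50 but one replicate at or above 50; inactive means mean and every replicate below 50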;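 further: strain carries kanamycin resistance gene driven by streptokinase promoter and grows in 40 µg/ml kanamycin; loss of luminescence reflects streptokinase promoter inhibition or plain growth inhibition; 0% = median of DMSO wells and 100% = positive control at its reference dose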
MrgX1 PAM = allosterically activates human MrgX1 receptor signaling; 310,000 tested, 0.63% active; Q96LB2; B-score at 10 µM; MrgX1-HEK293, Fluo-4 calcium flux, FDSS; active compounds read high;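 active means plate-corrected calcium response at least 3 library SD above typical, normal starting fluorescence, not activating the receptor alone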;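 further: compound read alongside a low EC10 to EC30 dose of BAM8-22 agonist; peak minus trough fluorescence over baseline measured at the second addition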
TRPC6 act = mouse TRPC6 channel activation | Q61143 | HEK293-TRPC6 membrane potential dye fluorescence; active compounds read high | B-score at 10 µM | 310,000 tested, 0.13% active | AID 2550;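 active means B-score of the integrated fluorescence ratio above library mean plus 3 SD, and starting fluorescence ratio within library mean plus 5 SD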;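 further: higher score means more depolarization so channel activation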
TRPC4 block = TRPC4 (mouse) channel inhibition. 300,000 tested, 0.39% active. Q9QUQ5. HEK293 TRPC4beta/mu-opioid, DAMGO-evoked Fluo4 calcium flux; active compounds read low. B-score at 10 µM;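 active means B-score over 3 SD under the library average, no early fluorescence shift, positive overall ratio signal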
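Material: HEK293 cells with stable TRPC4beta plus mu-opioid receptor expression; probe or stimulus: DAMGO in two steps, submaximal then maximal; technique: Fluo4 calcium fluorescence by kinetic imaging, 5 s 1 Hz baseline; measure: integrated fluorescence ratio relative to baseline, converted to per-well B score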
TRPC4 act = TRPC4 (mouse) channel activation | Q9QUQ5 | HEK293 TRPC4beta/mu-opioid, Fluo4 calcium fluorescence; active compounds read high | B-score at 10 µM | 310,000 tested, 0.49% active | AID 2237;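 active means B-score above 5 SD of library B-scores, and initial fluorescence ratio not above library mean plus 5 SD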;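 further: positive B-score marks a calcium rise read as TRPC4 activation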
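Incubation: 45 min room-temperature Fluo4 loading, 110 s read / System: HEK293 cells stably co-expressing mouse TRPC4beta and mu-opioid receptor / Signal: Fluo4 fluorescence, kinetic / Control set: buffer (low) and maximal DAMGO (high) / Measure: integrated baseline-normalised fluorescence ratio, converted to per-well B score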
MrgX1 antagonist = human MrgX1 receptor antagonism, primary screen; AID 588676; B-score at 10 µM; MRGX1-HEK293 calcium flux, Fluo-4, BAM8-22 antagonism; active compounds read low; Q96LB2; 310,000 tested, 1.3% active;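 active means calcium-response B-score plate-corrected more than 3 library SD below zero, starting fluorescence within 5 deviations, no agonist response on first addition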;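 further: peak minus trough fluorescence over baseline after final BAM8-22 challenge near maximal dose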
TRPC6 inhibitor = inhibitors of mouse TRPC6 channel; Q61143; HEK293-TRPC6, membrane potential dye, ACh-evoked depolarization; active compounds read low; B-score at 10 µM; 310,000 tested, 1.1% active;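 active means B-score under library mean minus 3 SD, initial fluorescence not abnormally high, positive integrated signal ratio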;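 further: B-score derived from integrated fluorescence ratio over the kinetic read; more negative B-score means stronger inhibition of depolarization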
ANO1 activ = activators or potentiators of mouse TMEM16A chloride channel | Q8BHY3 | HEK293 TMEM16A/YFP-H148Q/I152L, iodide quench fluorescence; active compounds read low | B-score at 10 µM | 340,000 tested, 0.3% active;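 active means fluorescence-ratio B-score plate-corrected deviation score at least 3 library SD below zero, with starting fluorescence score within 5 deviations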;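 further: channel opened by trigger with iodide after compound preincubation; score built on the fluorescence ratio of max minus min over baseline; more negative score means more quench and so TMEM16A activation or potentiation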
TRPC4 potent = allosteric potentiators of mouse TRPC4 channel; B-score at 10 µM; 310,000 tested, 0.42% active; HEK293 TRPC4beta/mu-opioid, DAMGO EC20, Fluo-4 Ca2+ flux; active compounds read high;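 active means B-score of calcium response area above 5 SD of library B-scores, with initial fluorescence ratio within 5 SD of library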;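 further: B-score of integrated fluorescence ratio over time as area under calcium response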
* hit, by the source's call; i = inactive; ? = inconclusive; . = no result given; & = joins results of further samples.

Values run as follows: MrgX1 agonist | ANO1 block | SKKanGAS inh | MrgX1 PAM | TRPC6 act | TRPC4 block | TRPC4 act | MrgX1 antagonist | TRPC6 inhibitor | ANO1 activ | TRPC4 potent
(1) CCOC(=O)CSc1nnc(CNC(=O)c2ccc(S(=O)(=O)N3CCOCC3)cc2)n1C
    i | i | 3 | i | i | i | i | i | i | i | i
(2) Cc1[nH]c2ccccc2c1C(c1ccccn1)c1c(C)[nH]c2ccccc12
    i | i | 72* | i | i | i | i | i | i | i | i
(3) COc1ccc(CCNC(=O)CSc2nnc3ccc(-c4ccccn4)nn23)cc1OC
    i | i | -3 | i | i | i | i | i | i | i | i
(4) O=C(Nc1ccc(/C=C/c2nc3ccccc3o2)cc1)c1cccc(C(F)(F)F)c1
    i | i | 1 | i | i | i | i | i | i | i | i
(5) COc1cccc(/C=C2\CCC(C3CCCC3)C2=O)c1OC (centres undefined)
    i | 25* | 7 | i | i | i | i | i | i | i | i
(6) Nc1nonc1OCCOCCOCCOc1nonc1N
    i | i | -1 | i | i | i | i | i | i | i | i
(7) COc1ccc(CN2CC(C(=O)NCCCN3CCOCC3)CC2=O)cc1 (centres undefined)
    i | i | -4 | i | i | i | i | i | i | i | i
(8) Cc1ccc(C(=O)N/N=C\c2cccnc2)s1
    i | i | 1 | i | i | i | i | i | i | i | i
(9) COc1ccc(CCN2CC(C(=O)N(C)C3CCOCC3)CCC2=O)cc1 (centres undefined)
    i | i | -4 | i | i | i | i | i | i | i | i
(10) COc1cc2nc(CN3CCN(C(c4ccccc4)c4ccccc4)CC3)[nH]c(=O)c2cc1OC
    i | i | 4 | i | i | i | i | i | i | . | i
(11) CCCC(=O)Nc1nnc(/C=C/c2ccccc2)s1
    i | i | 2 | i | i | i | i | i | i | i | i
(12) COc1ccc(N2CCN(C(=O)c3ccccc3)CC2)c([N+](=O)[O-])c1
    i | i | -6 | i | i | i | i | i | i | i | i
(13) O=C(O)Cc1ccc2ocnc2c1
    i | i | 0 | i | i | i | i | i | i | i | i
(14) CC(C)(C)c1ccc(Oc2ccc(NC(=O)C3CC=CCC3C(=O)O)cc2)cc1 (centres undefined)
    i | i | -10 | i | i | i | i | -9* | i | i | i
(15) O=C(O)/C=C/C(=O)Nc1ccc(S(=O)(=O)Nc2nccs2)cc1
    i | i | 0 | i | i | i | i | i | i | i | i
(16) COc1ccc(C(=O)NCc2nnc(SCC(=O)N3CCCCCC3)o2)cc1OC
    i | i | 0 | i | i | i | i | i | i | i | i
(17) COc1ccc(C(CCNCc2ccccc2F)c2ccc(F)cc2)cc1 (centres undefined)
    i | i | -3 | i | i | i | i | i | i | i | i
(18) OC1(c2ccccc2Cl)NN=C2CCCCCN21 (centres undefined)
    i | i | -11 | i | i | i | i | i | i | i | i
(19) COc1cccc(-n2c(=O)c3cc(OC)c(OC)cc3n(CC(=O)Nc3cc(C)[nH]n3)c2=O)c1
    i | i | -2 | i | i | i | i | i | i | i | i
(20) COc1ccc(CN2CC(C(=O)NCc3ccc4c(c3)OCO4)CC2=O)cc1 (centres undefined)
    i | i | -2 | i | i | i | i | i | i | i | i
(21) CC(C)NS(=O)(=O)c1ccc(CCC(=O)N2CCOCC2)cc1
    i | i | 0 | i | i | i | i | i | i | i | i
(22) COCCNC(=O)CSc1ccccc1C(=O)NCC1CCCCC1
    i | i | 4 | i | i | i | i | i | i | i | i
(23) Cc1cccc(OCc2nnc(SCC(=O)Nc3sc(C)c(C)c3C#N)n2C)c1
    i | i | -3 | i | i | i | i | i | i | i | i
(24) O=C(Nc1cccc(S(=O)(=O)N2CCCCCC2)c1)C1CC(=O)N(c2ccc3c(c2)OCCO3)C1 (centres undefined)
    i | i | 8 | i | i | i | i | i | i | i | i
(25) COc1ccc(S(=O)(=O)NC(C)C(=O)Nc2ccccc2C(F)(F)F)cc1 (centres undefined)
    i | i | 5 | i | i | i | i | i | i | i | i
(26) Cc1ccsc1C1Nc2ccccc2C(=O)N1O (centres undefined)
    i | i | -7 | i | i | i | i | i | i | i | i
(27) O=C(O)c1ccc(N2C(=O)/C(=C/c3ccc(-c4ccc([N+](=O)[O-])cc4)o3)C=C2c2ccccc2)cc1
    i | i | 104* | i | i | i | i | i | i | i | i
(28) C#CCn1c2ccccc2c2nc3ccccc3nc21
    i | i | -3 | i | i | i | i | i | i | i | i
(29) CCOc1ccc(C(C(=O)NCCOC)N(CCOC)C(=O)CCC(=O)Nc2ccccn2)cc1 (centres undefined)
    i | i | -6 | i | i | i | i | i | i | i | i
(30) CCOc1ccc(CCNC(=O)c2cc(C)nn2-c2ccccc2)cc1
    i | i | 1 | i | i | i | i | i | i | i | i
(31) Cc1cc(O)ccc1N/C=C/c1onc(C)c1[N+](=O)[O-]
    i | i | -2 | i | i | i | i | i | i | i | i
(32) COc1ccc(N(C)S(=O)(=O)c2cccc(C(=O)NCC(c3ccco3)N3CCCC3)c2)cc1 (centres undefined)
    i | i | 0 | i | i | i | i | i | i | i | i
(33) CCn1c(SCC(=O)Nc2ccc3c(c2)OCCO3)nnc1-c1cccnc1
    i | i | 0 | i | i | i | i | i | i | i | i
(34) CCCCCC(=O)NCC(C)NC(=O)CCCCC (centres undefined)
    i | i | -5 | i | i | i | i | i | i | i | i
(35) CC(C)N1CCC(=NNc2ccc(S(=O)(=O)N3CCOCC3)cc2[N+](=O)[O-])CC1
    i | i | 2 | i | i | i | i | i | i | i | i
(36) CCC(=O)NC(=S)Nc1ccc(S(=O)(=O)N2CCN(C)CC2)cc1
    i | i | -10 | i | i | i | i | i | i | i | i
(37) C[C@]12CCC(=O)C[C@@H]1CC[C@@H]1[C@@H]2CC[C@]2(C)C=CC[C@@H]12
    i | i | 14 | i | i | i | i | i | i | i | i
(38) CC(C)(C)c1ccccc1OCC(=O)Nc1ncn[nH]1
    i | i | -6 | i | i | i | i | i | i | i | i
(39) COC(=O)C1=C(C)N(C)C(=O)NC1c1cc2c(cc1Br)OCO2 (centres undefined)
    i | i | -7 | i | i | i | i | i | i | i | i
(40) CC(=O)CC(c1ccccc1)c1c(O)c2ccccc2oc1=O (centres undefined)
    i | i | 1&-3&-3 | i | i | i | i | i | i | i | i
(41) CCNC(=O)CSc1nnc(-c2cc(-c3ccc(Cl)cc3)nc3ccccc23)o1
    i | i | 6 | i | i | i | i | i | i | i | i
(42) CCCCc1ccc(S(=O)(=O)NNC(=S)NCc2ccco2)cc1
    i | i | -3 | i | i | i | i | i | i | i | i
(43) CCO/C(C)=N/n1c2nc3ccccc3nc2c2c(=O)n(Cc3ccccc3Cl)c(C)nc21
    i | i | 9 | i | i | i | i | i | i | . | i
(44) CC(C)C1N(C(=O)N(C)C)CCN1S(=O)(=O)c1ccccc1 (centres undefined)
    i | i | 1 | i | i | i | i | i | i | i | i
(45) CCc1ccc(-c2nc(CN3CCC(C(=O)NCCN(CC)c4ccccc4)CC3)c(C)o2)cc1
    i | i | 12 | i | i | i | i | i | -5.6* | i | i
(46) CNC(=O)c1cccc(NC(=O)c2ccccc2OCc2ccccc2)c1
    i | i | -10 | i | i | i | i | i | i | i | i
(47) O=[N+]([O-])c1cc(S(=O)(=O)Nc2ccccc2)ccc1NCc1cccnc1
    i | i | -11 | i | i | i | i | i | i | i | i
(48) O=C(CN(Cc1ccccc1F)C(=O)c1csnn1)NCc1ccc2c(c1)OCO2
    i | i | -10 | i | i | i | i | i | i | i | i
(49) c1ccc(C2(c3ccccc3)OCC(Cn3cncn3)O2)cc1 (centres undefined)
    i | i | 1 | i | i | i | i | i | i | i | i
(50) Cc1ccccc1NC(NC(=O)OCCn1c([N+](=O)[O-])cnc1C)C(Cl)(Cl)Cl (centres undefined)
    i | i | -18 | i | i | i | i | i | i | i | i

Additional records follow:
Values run as follows: MrgX1 agonist | ANO1 block | SKKanGAS inh | MrgX1 PAM | TRPC6 act | TRPC4 block | TRPC4 act | MrgX1 antagonist | TRPC6 inhibitor | ANO1 activ | TRPC4 potent
(51) C=CCN1C(=O)c2ccc(C(=O)N(C)Cc3ccc(C)o3)cc2C1=O
    i | i | -3 | i | i | i | i | i | i | i | i
(52) CC(Oc1ccc2c3c(c(=O)oc2c1)CCCC3)C(=O)NC1CC(C)(C)NC(C)(C)C1 (centres undefined)
    i | i | 3 | i | i | i | i | i | i | i | i
(53) CCOC(=O)c1c(C)c(C(=O)NCCCN2CCCC2=O)c(C)n1CC
    i | i | -4 | i | i | i | i | i | i | i | i
(54) O=C(Nc1cccc(-n2cnnn2)c1)c1cccs1
    i | i | 3 | i | i | i | i | i | i | i | i
(55) COc1ccc(C(CCNCc2ccc(OC(C)C)cc2)C(C)C)cc1 (centres undefined)
    i | i | -2 | i | i | i | i | -5.4* | i | i | i
(56) CC(C)NC[C@H](O)COc1cccc2[nH]ccc12
    i | i | 2 | i | i | i | i | i | i | i | i
(57) Cc1ccc(CNC(=S)Nc2ccc(NS(=O)(=O)c3ccc(C)cc3)cc2)cc1
    i | i | 56* | i | i | i | i | i | i | i | i
(58) Cc1nn(CC(=O)NC(C)CCc2ccccc2)c(=O)c2nn(-c3ccccc3)c(C)c12 (centres undefined)
    i | i | 3 | i | i | i | i | i | i | i | i
(59) CN(C)/C=C/C(=O)c1cnc(-c2ccccc2)s1
    i | i | 14 | i | i | i | i | i | i | i | i
(60) CC(=O)N1C(=O)N(C)C2C1N(C)C(=O)N2C(C)=O (centres undefined)
    i | i | 7 | i | i | i | i | i | i | . | i
(61) Cc1ccc(N2C(=O)C3N=NN(CC(=O)N4N=C(c5cccc6ccccc56)CC4c4ccccc4)C3C2=O)cc1 (centres undefined)
    i | i | ? | i | i | i | i | i | i | i | i
(62) CC(C)CNC(=O)CCc1nc(-c2ccccc2)no1
    i | i | 1 | i | i | i | i | i | i | i | i
(63) COC(=O)C1=C(C)N(C)C(=S)NC1c1ccccc1 (centres undefined)
    i | i | -1 | i | i | i | i | i | i | i | i
(64) COc1cccc(-n2nnc3c(=O)n(Cc4cccc(F)c4)cnc32)c1
    i | i | 7 | i | i | i | i | i | i | i | i
(65) COc1cc(NC(=O)CN2C(=O)NC(C)(c3ccc4ccccc4c3)C2=O)c(C)cc1[N+](=O)[O-] (centres undefined)
    i | i | 11 | i | i | i | i | i | i | i | i
